Screens from PubChem.
PI4K2A block: qHTS for small molecular inhibitors of PI4K2A; Phosphatidylinositol 4-kinase type 2-alpha (Homo sapiens), Q9BTU6; purified PI4K2A, ADP-Glo luminescence, 1 h; hits give low values; activity change, negative = inhibition, % at 76.9 µM; actives 0.13% (n = 420,000); AID 1346378, 2018; in the data active = activity change below about -50%; inconclusive = mostly about -30% to -49%;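 also: -100% = wells without enzyme as full effect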
Target sequence (Q9BTU6 whole entry, looked up): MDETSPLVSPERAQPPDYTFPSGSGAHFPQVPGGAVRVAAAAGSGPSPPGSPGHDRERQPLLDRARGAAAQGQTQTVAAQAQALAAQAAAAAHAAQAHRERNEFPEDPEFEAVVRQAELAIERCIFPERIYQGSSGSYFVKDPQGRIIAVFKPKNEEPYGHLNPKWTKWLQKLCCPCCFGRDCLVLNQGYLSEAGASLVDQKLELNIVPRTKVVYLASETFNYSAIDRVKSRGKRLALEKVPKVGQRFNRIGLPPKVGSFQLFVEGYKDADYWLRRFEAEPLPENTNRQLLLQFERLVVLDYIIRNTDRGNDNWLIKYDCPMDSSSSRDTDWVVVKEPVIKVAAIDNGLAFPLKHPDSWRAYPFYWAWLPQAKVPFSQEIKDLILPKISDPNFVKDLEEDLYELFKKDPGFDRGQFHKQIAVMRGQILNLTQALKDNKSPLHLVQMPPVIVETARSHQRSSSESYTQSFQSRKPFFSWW
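In this quantitative HTS, ADP production by PI4K2A was quantified luminescently after 1 h at ambient temperature; 100 microM adenosine served as plate-quality control.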
12-LOX inh: Primary qHTS assay for inhibitors of human arachidonate 12S-lipoxygenase (ALOX12): Round 2; Polyunsaturated fatty acid lipoxygenase ALOX12 (Homo sapiens), P18054; purified 12hLO, xylenol orange hydroperoxide absorbance; Potency, µM (titrated, usually from 108 µM), inactives show top-dose activity change, negative = inhibition, hits mostly inhibitors; actives 1.1% (n = 580,000); AID 1671190, 2021; also: potency is read from the fitted curve at half-maximal effect; % is scaled to controls: 0 for no effect and ±100 for the full control effect
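Hydroperoxide product was detected by ferrous iron/xylenol orange as the 573 to 405 nm absorbance ratio. Arachidonic acid at 40 uM (final) was turned over for 30 min at room temperature by 150 nM human 12hLO, pH 7.0 Hepes buffer, after 15 min compound preincubation.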
GLS inhibitor: qHTS for Inhibitors of Glutaminase (GLS) | AID 624170, 2012 | GLS enzymatic activity, qHTS titration | Potency, µM (titrated, usually from 45.5 µM), for the others: at the top dose activity change, negative = inhibition, actives largely listed as inhibitors | Glutaminase kidney isoform, mitochondrial (Homo sapiens), O94925 | actives 0.21% (n = 410,000); also: potency is read from the fitted curve at half-maximal effect; % is scaled to controls: 0 for no effect and ±100 for the full control effect
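Two-point fluorescence kinetic (t0, 30 min RT) for hKGA; glutamate detected via glutamate oxidase–HRP–Amplex Red. Substrate: 1 mM L-glutamine solution; buffer 45 mM KH2PO4, pH 8.2.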
G9a inh: qHTS Assay for Inhibitors of Histone Lysine Methyltransferase G9a. Histone-lysine N-methyltransferase EHMT2 (Homo sapiens), Q96KQ7. G9a H3K9 monomethylation, AlphaScreen, 2 h. Potency, µM (titrated, usually from 102 µM), inactives show at the top dose activity, negative = inhibition, most hits filed as inhibitors. actives 8.8% (n = 350,000); also: potency is read from the fitted curve at half-maximal effect; % is scaled to controls: 0 for no effect and ±100 for the full control effect; nearly all actives have a fitted effect of over 75% in size
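Compounds were preincubated with 20 nM G9a for 15 min, after which biotinylated H3K9 peptide (500 nM) and SAM (20 uM) started a 2 h room-temperature reaction. Monomethylated product was quantified by antibody-based AlphaScreen chemiluminescence.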
BAZ2B inh: qHTS Assay for Inhibitors of BAZ2B; Potency, µM (series often up to 114 µM), for the others: at the highest dose activity change, negative = inhibition, actives largely listed as inhibitors; Bromodomain adjacent to zinc finger domain protein 2B (Homo sapiens), Q9UIF8; AlphaScreen BAZ2B-H3K14Ac peptide displacement; actives 4.4% (n = 360,000); AID 504333, 2011; also: potency is read from the fitted curve at half-maximal effect; % is scaled to controls: 0 for no effect and ±100 for the full control effect; nearly all actives have a fitted effect of over 60% in size
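Compounds, titrated to a top concentration of 110 uM, were incubated 30 min at room temperature with preformed BAZ2B/acetyl-K14 H3 peptide complex (50 nM each). Proximity signal was measured by AlphaScreen after 20 min with beads.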
RGS4 inh: Inhibitors of Regulator of G Protein Signaling (RGS) 4: qHTS; actives 0.039% (n = 390,000); Transcreener GDP fluorescence polarization, RGS4-accelerated GTP hydrolysis; Potency, µM (titrated, usually from 114 µM), for the others: at the highest dose activity change, negative = inhibition, hits mostly inhibitors; Regulator of G-protein signaling 4 (Homo sapiens), P49798; AID 504845, 2011; also: potency is read from the fitted curve at half-maximal effect; % is scaled to controls: 0 for no effect and ±100 for the full control effect; nearly all actives have a fitted effect of over 75% in size; some results filed as inactive show a strong effect at the top dose
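MLSMR compounds (23 nl, pin-transferred) preincubated 10 min at room temperature with a 500nM (2x) first reagent, then RGS4 at 900nM (2x) plus Transcreener GDP mix added; fluorescence polarization (620/688 nm) read before and after 90 min at 30 °C.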
HP1b binding inh: HTS for Inhibitors of HP1-beta Chromodomain Interactions with Methylated Histone Tails; Chromobox protein homolog 1 (Homo sapiens), P83916; AlphaScreen HP1-beta / biotin-H3K9me3 peptide binding; Potency, µM (doses to about 114 µM), for the others: at the top dose activity change, negative = inhibition, usual class: inhibitors; actives 0.56% (n = 390,000); AID 540317, 2011; also: potency is read from the fitted curve at half-maximal effect; nearly all actives have a fitted effect of over 70% in size; inactives centre near 23
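Compound inhibition of the preformed complex between 50 nM HP1-beta and 50 nM biotinylated H3K9me3 peptide was read by AlphaScreen. Buffer was PBS pH 7.4 with 0.01% Tween-20. Incubations ran 30 min at room temperature, with 10 ug/mL donor/acceptor beads.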
JMJD2A Tudor: qHTS Assay for Inhibitors of JMJD2A-Tudor Domain; Lysine-specific demethylase 4A (Homo sapiens), O75164; AlphaScreen JMJD2A-Tudor / H3K4me3 peptide binding; Potency, µM (titrated, usually from 114 µM), inactives show at the top dose activity change, negative = inhibition, usual class: inhibitors; actives 4.4% (n = 390,000); also: potency is read from the fitted curve at half-maximal effect; % is scaled to controls: 0 for no effect and ±100 for the full control effect; nearly all actives have a fitted effect of over 50% in size
ERG Ets-DNA blk: qHTS for Small Molecule Inhibitors of the ERG Ets/DNA interaction. Potency, µM (series often up to 76.9 µM), for inactives: at the highest dose FP activity, negative = inhibition, actives largely listed as inhibitors. fluorescence polarization, His-ERG Ets domain / labelled DNA. actives 0.028% (n = 370,000); active = well fitted inhibition curve with a large enough effect in the polarisation, with a control signal flat; inconclusive = small, poorly fitted or top-dose-only effect, or effect the other way, or a change in a side signal; inactive = no such curve, though single readings can be large or run the other way; the % refers to the polarisation;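 also: polarization taken with two DNA probes labelled with fluorescein and Texas red; potency is read from the fitted curve at half-maximal effect; % of control where 0% means no effect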
Target sequence (P11308 whole entry, looked up, the tested form may be a part): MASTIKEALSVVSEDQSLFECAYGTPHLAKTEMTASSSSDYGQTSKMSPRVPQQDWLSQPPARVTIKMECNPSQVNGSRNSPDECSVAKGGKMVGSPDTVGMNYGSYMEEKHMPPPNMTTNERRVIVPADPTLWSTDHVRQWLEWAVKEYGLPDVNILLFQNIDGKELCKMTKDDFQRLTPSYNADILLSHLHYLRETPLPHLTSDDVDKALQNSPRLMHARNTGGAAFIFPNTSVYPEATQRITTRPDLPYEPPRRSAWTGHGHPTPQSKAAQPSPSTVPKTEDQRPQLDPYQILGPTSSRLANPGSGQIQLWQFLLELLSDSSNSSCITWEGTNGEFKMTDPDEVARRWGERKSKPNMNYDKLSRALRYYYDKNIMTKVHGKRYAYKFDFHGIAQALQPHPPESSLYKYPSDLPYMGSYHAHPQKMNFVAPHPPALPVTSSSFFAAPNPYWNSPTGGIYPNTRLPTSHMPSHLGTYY
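His-tagged ERG Ets domain (1 uM in the protein solution; 300mM KCl, 50mM Tris-HCl, 1mM EDTA, 1mM DTT, pH 7.5) received compound, then a probe mix of 5 nM fluorescein-DNA and 100nM Texas-615-DNA. Fluorescence polarization was read for both dyes.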
Numbers without * were called inactive; ? = inconclusive; nt = not tested or not shown; [ ] = dose if it differs, or a comment. Unless noted, calls follow the shape of the dose curve; as a rule, active = well fitted curve in the direction sought with a large enough effect; inconclusive = small, poorly fitted or top-dose-only effect, or another doubt; inactive = no such curve, though single readings can be large; an effect the other way counts as inactive or inconclusive. Some of the compounds tested; rates above refer to the full screens.

Start of the data: the first eight records, ahead of the listing:
SMILES	PI4K2A block	12-LOX inh	GLS inhibitor	G9a inh	BAZ2B inh	RGS4 inh	HP1b binding inh	JMJD2A Tudor	ERG Ets-DNA blk
c1ccc(CC2CCN(c3ncnc4sccc34)CC2)cc1	6	4%	-4%	155%[activator]	112%[activator]	-21%	134%[activator]	86%[activator]	3%
CSc1nc2ccc(NC(=O)c3ccc(=O)n(C)n3)cc2s1	-2	-1%	6%	?	-23%	3%	15%	-2%	0%
COC(=O)[C@]1(C)N[C@H](c2ccc(-c3ccc(F)cc3)cc2)[C@@H]2C(=O)N(C)C(=O)[C@@H]21	3	?	3%	17%[12.7 µM]	4%	-24%	54%[activator]	-6%	8%
O=C(Cc1cccs1)N1CCN(c2cccc(Cl)c2)CC1	-12	-22%	-3%	-7%	-5%	-15%	10%	-30%	6%
Cc1ccc(NC(=O)CSc2nc(N)c3cc4c(nc3n2)CCCC4)cc1	3	-18%	-3%	-9%[59 µM]	7%	8%	28%	-10%	-5%
Cc1ccc2c(CSc3nnc(N)s3)cc(=O)oc2c1	-1	-1%	4%	-34%[2.33 µM]	-2%	-41%	30%	-15%	-8%
COC(=O)C1=C(N)Oc2cc(C)[nH]c(=O)c2C1c1ccncc1 (stereo not drawn)	7	-11%	12%	?	-4%	6%	32%	8%	-4%
CC1CCC(NC(=O)c2ccc3c(c2)N(Cc2cccc(Cl)c2)C(=O)c2ccccc2S3(=O)=O)CC1 (stereo not drawn)	7	-15%	-10%	-8%[59 µM]	1%	13%	0%	-9%	0%

Main list (from the top)
SMILES	PI4K2A block	12-LOX inh	GLS inhibitor	G9a inh	BAZ2B inh	RGS4 inh	HP1b binding inh	JMJD2A Tudor	ERG Ets-DNA blk
c1ccc(CC2CCN(c3ncnc4sccc34)CC2)cc1	6	4%	-4%	155%[activator]	112%[activator]	-21%	134%[activator]	86%[activator]	3%
CSc1nc2ccc(NC(=O)c3ccc(=O)n(C)n3)cc2s1	-2	-1%	6%	?	-23%	3%	15%	-2%	0%
COC(=O)[C@]1(C)N[C@H](c2ccc(-c3ccc(F)cc3)cc2)[C@@H]2C(=O)N(C)C(=O)[C@@H]21	3	?	3%	17%[12.7 µM]	4%	-24%	54%[activator]	-6%	8%
O=C(Cc1cccs1)N1CCN(c2cccc(Cl)c2)CC1	-12	-22%	-3%	-7%	-5%	-15%	10%	-30%	6%
Cc1ccc(NC(=O)CSc2nc(N)c3cc4c(nc3n2)CCCC4)cc1	3	-18%	-3%	-9%[59 µM]	7%	8%	28%	-10%	-5%
Cc1ccc2c(CSc3nnc(N)s3)cc(=O)oc2c1	-1	-1%	4%	-34%[2.33 µM]	-2%	-41%	30%	-15%	-8%
COC(=O)C1=C(N)Oc2cc(C)[nH]c(=O)c2C1c1ccncc1 (stereo not drawn)	7	-11%	12%	?	-4%	6%	32%	8%	-4%
CC1CCC(NC(=O)c2ccc3c(c2)N(Cc2cccc(Cl)c2)C(=O)c2ccccc2S3(=O)=O)CC1 (stereo not drawn)	7	-15%	-10%	-8%[59 µM]	1%	13%	0%	-9%	0%
CCc1nnc(NC(=O)c2ccc(S(=O)(=O)N3CCCC(C)C3)cc2)o1 (stereo not drawn)	1	0%	-2%	62%[activator]	89µM*	7%	42%[activator]	-26%	-13%
O=C(Cn1ncc(N2CCOCC2)c(Br)c1=O)c1ccc(Cl)cc1	14	0%	-3%	26%[59 µM]	-5%	-28%	22%	-16%	-4%
COC(=O)CN1C(=O)N/C(=C/c2cc3c(cc2OC)OCO3)C1=O	-3	0%	2%	-43%	-8%	10%	26%	-7%	0%
O=C(COC(=O)c1cnccn1)NCCc1ccc(Cl)cc1Cl	-1	-8%	10%	16%	-4%	5%[56.9 µM]	32%	-11%	4%
O=C(Cn1c(=O)sc2ccccc21)NCc1ccccn1	-7	429%[activator]	7%	-1%[59 µM]	-5%	-53%	13%	?	8%
COc1ccc(-c2c(C#N)c(N)nc3c2c(=O)n(C)c(=O)n3C)cc1	-12	52%[activator]	6%	-2%[59 µM]	2%	-6%	11%	-18%	2%
CCOC(=O)N1CCN(C(=O)CSc2nnc(-c3cccs3)o2)CC1	-3	464%[activator]	19%	13%	-5%	9%	30%	-9%	-4%
Cc1ccc(CNc2cnn(C34CC5CC(CC(C5)C3)C4)c(=O)c2Cl)cc1	5	9%	11%	-3%	-7%	10%	15%	-13%	3%
Cc1ccccc1C(=O)N[C@H](C(=O)Nc1ccc(Cl)c(Cl)c1)C(C)C	-6	12%	-16%	-8%	-5%	-4%	20%	-7%	1%
CCc1ccc(C2c3c(oc4ccc(F)cc4c3=O)C(=O)N2c2nc(C)c(C(=O)OC)s2)cc1 (stereo not drawn)	-2	-13%	-2%	2%[59 µM]	2%	-2%	39%	6%	-4%
CCn1c(COc2ccc(Cl)cc2)nnc1SC1CCc2ccccc2C1=O (stereo not drawn)	-3	4%	-1%	?	-7%	?	27%	?	-2%
CCOCc1[nH]c(=S)[nH]c(=O)c1Cc1ccc(OC(C)C)cc1	-2	0%	-5%	50µM*	-25%	?	6%	-33%	2%
CCOC(=O)C1=C(c2ccccc2)N=c2s/c(=C\c3ccco3)c(=O)n2C1c1cccs1 (stereo not drawn)	-28	?	0%	?	11µM*	?	-35%	25µM*	nt
CCCc1cc(C(=O)OC)c(NC(=O)c2cc(C)on2)s1	0	0%	1%	-10%[59 µM]	40%[activator]	-3%	68%[activator]	34%	0%
Cc1ccc(C(=O)OC2OC(=O)C(Cl)=C2N2CCOCC2)cc1 (stereo not drawn)	10	-2%	-15%	-17%[59 µM]	-6%	7%	13%	-2%	-2%
CCCN1C(=O)/C(=C\C=C2/Sc3ccccc3N2CCO)SC1=S	-6	8%	0%	?	-28%	?	3%	-10%	127%[activator]
COc1ccc(S(=O)(=O)N2CCN(C(=O)c3ccc(NC(C)=O)cc3)CC2)cc1	-1	1%	-1%	-1%[12.7 µM]	-3%	10%	35%	5%	-11%
COCc1c(C(=O)OCC(=O)N(C)C2CCS(=O)(=O)C2)oc2ccccc12 (stereo not drawn)	-5	80%[activator]	-1%	23%[2.33 µM]	10%	7%	13%	-6%	-16%
O=C(Nc1nnc(C2CC2)s1)c1cc(Cl)sc1Cl	4	4%	-3%	-5%	-15%	-26%	35%	-20%	-8%
COc1cccc(C(=O)NNC(=O)C2CCCO2)c1 (stereo not drawn)	2	7%	4%	?	2%	-15%	22%	-1%	2%
Cc1ccc(N(C(=O)c2snc(C(N)=O)c2N)C(CC(C)C)C(=O)NC2CCCC2)cc1 (stereo not drawn)	-1	0%	-2%	3%	-11%	16%	23%	-12%	1%
O=C(c1ccc(CS(=O)c2ccc(F)cc2)o1)N1CCN(C2CCCCC2)CC1 (stereo not drawn)	0	-20%	-5%	20%	0%	-8%	54%[activator]	-5%	7%
Nc1nncn1C(=O)CCCOc1ccc(Cl)cc1Cl	23	4%	-7%	?	5%	-18%	47%[activator]	-11%	18%
CC1(C)Cc2c(C#N)c(NCCN3CCOCC3)nc(-c3ccco3)c2CO1	-1	0%	5%	-12%[59 µM]	nt	24%	27%	-9%	-1%
COc1ccc(C(=O)CNc2ccccc2CO)cc1	0	0%	-19%	?	-24%	-1%	-4%	-22%	2%
CN(Cc1ccccc1)C(=C(Cl)Cl)/C(=C1/NCCN1C)[N+](=O)[O-]	2	-18%	-3%	50µM*	-33%	-2%	28%	-4%	2%
CC(C(=O)Nc1ccc2c(c1)OCCO2)N(C)Cc1c(F)cccc1Cl (stereo not drawn)	2	2%	1%	9%	1%	8%	35%	3%	-3%
CCCCC1(CC)COC(c2ccccc2)OC1 (stereo not drawn)	-3	5%	-17%	nt	nt	-5%	82%[activator]	64%[activator]	7%
Cc1ccccc1C(=O)Oc1cc(N)n(S(=O)(=O)c2ccccc2)n1	17	-3%	-3%	3%	-23%	13%[11.4 µM]	30%	-1%	2%
COc1ccccc1Nc1nc(N)nc(CN2CCOCC2)n1	0	?	-1%	?	56µM*	7%	52%[activator]	-35%	-4%
N#CCc1ccc(OC(=O)c2ccncc2)cc1	4	-26%	6%	nt	nt	20%	-8%	-22%	8%
O=C(C[n+]1cccc(C(=O)N/N=C/c2ccc(Br)cc2)c1)c1ccccc1	-5	10%	-4%	1.4µM*	-9%	-3%	27%	?	1%
